Tau fibril FP: qHTS for Inhibitors of Tau Fibril Formation, Fluorescence Polarization; K18 P301L tau heparin fibrillization, Alexa594 FP, 6 h; Potency, µM (doses to about 57.7 µM), inactives show at the top dose activity, negative = inhibition, hits mostly inhibitors; 280,000 tested, 0.39% active; AID 1468, 2008; further: nearly all actives have a fitted effect of over 55% in size
Target sequence (P10636 561-689 P618L limits assumed): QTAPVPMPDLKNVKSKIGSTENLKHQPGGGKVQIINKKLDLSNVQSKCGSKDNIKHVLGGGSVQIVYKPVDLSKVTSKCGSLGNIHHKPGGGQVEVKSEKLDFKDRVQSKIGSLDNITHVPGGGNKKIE
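Recombinant K18 P301L […], labeled with Alexa 594 at 0.24 uM over 15 uM unlabeled; heparin inducer 20 uM final; 37 C, 6 hr; FP endpoint.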
RECQ1 inh: qHTS Assay for Inhibitors of RecQ-Like Dna Helicase 1 (RECQ1); ATP-dependent DNA helicase Q1 (Homo sapiens), P46063; RECQ1 DNA unwinding, red fluorescence kinetic read; Potency, µM (doses to about 57.3 µM), inactives show top-dose activity, negative = inhibition, usual class: inhibitors; 240,000 tested, 0.54% active;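 further: plate controls were vehicle for no effect and no enzyme for full effect; nearly all actives have a fitted effect of over 30% in size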
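RECQ1T1 50 nM; forked duplex (20 bp + 30-nt ss tails) 200 nM, ATP 2 mM final; pH 8.0, 2 mM MgCl2, 2.5 ug/ml poly(dI-dC); 15 min compound preincubation; discontinuous kinetic read over 2 h at RT.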
RGS12 GoLoco inh: qHTS Assay for Inhibitors of RGS12 GoLoco Motif Activity (Red Fluorophore) | Guanine nucleotide-binding protein G(i) subunit alpha-1 (Homo sapiens), P63096 | Gai1:RGS12 GoLoco peptide FP, rhodamine, 10 min | Potency, µM (doses to about 61.6 µM), for inactives: at the top dose activity, negative = inhibition, hits mostly inhibitors | 230,000 tested, 0.44% active | AID 880, 2007; active means well fitted inhibition curve with a large enough effect, not every such curve was filed as active; inactive means no such curve, though single readings can be large or run the other way; further: nearly all actives have a fitted effect of over 30% in size; many of its hits are not listed in these tables
Target sequence (P63096 whole entry, looked up): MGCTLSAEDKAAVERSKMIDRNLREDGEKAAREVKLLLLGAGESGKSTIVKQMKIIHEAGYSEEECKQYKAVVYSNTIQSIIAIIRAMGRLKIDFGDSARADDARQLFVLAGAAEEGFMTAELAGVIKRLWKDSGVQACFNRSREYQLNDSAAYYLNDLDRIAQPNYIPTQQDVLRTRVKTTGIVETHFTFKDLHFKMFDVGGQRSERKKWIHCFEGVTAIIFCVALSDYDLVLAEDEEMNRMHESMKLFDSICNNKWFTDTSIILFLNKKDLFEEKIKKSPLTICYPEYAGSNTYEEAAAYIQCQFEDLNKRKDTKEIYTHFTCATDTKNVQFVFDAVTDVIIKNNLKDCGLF
JMJD2E inh: qHTS Assay for Inhibitors of Human Jumonji Domain Containing 2E (JMJD2E); Lysine-specific demethylase 4E (Homo sapiens), B2RXH2; JMJD2E catalytic domain, FDH-coupled NADH fluorescence (FDH is formaldehyde dehydrogenase); Potency, µM (top dose mostly 57.1 µM), without a hit: at the top dose activity change, negative = inhibition, most hits filed as inhibitors; 230,000 tested, 1.6% active; AID 2147, 2009; active means well fitted inhibition curve with a large enough effect, not every such curve was filed as active; inconclusive means small, poorly fitted or top-dose-only effect, or another doubt; inactive means no such curve, though single readings can be large or run the other way;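 further: 0% = wells with enzyme and -100% = buffer wells without enzyme; nearly all actives have a fitted effect of over 50% in size; many of its hits are not listed in these tables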
Target sequence (B2RXH2 1-337 limits assumed): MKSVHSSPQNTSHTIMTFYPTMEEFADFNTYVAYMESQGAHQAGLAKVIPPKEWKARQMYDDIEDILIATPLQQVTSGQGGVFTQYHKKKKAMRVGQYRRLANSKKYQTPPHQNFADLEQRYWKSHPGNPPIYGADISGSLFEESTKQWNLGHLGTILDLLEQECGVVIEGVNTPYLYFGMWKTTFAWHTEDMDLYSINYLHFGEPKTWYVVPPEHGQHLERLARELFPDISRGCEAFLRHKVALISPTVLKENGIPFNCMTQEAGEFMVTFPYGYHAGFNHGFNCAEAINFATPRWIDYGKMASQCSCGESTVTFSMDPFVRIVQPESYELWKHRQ
TRb-SRC2 inh: qHTS for Inhibitors of the Interaction of Thyroid Hormone Receptor and Steroid Receptor Coregulator 2 | Thyroid hormone receptor beta (Homo sapiens), P10828 | TRbeta-SRC2 peptide binding, fluorescence polarization; receptor liganded with 1 µM T3 | Potency, µM (titrated, usually from 106 µM), for the others: at the top dose activity change, negative = inhibition, hits mostly inhibitors | 280,000 tested, 0.065% active;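 further: plate controls were bound peptide for no effect and peptide without receptor for full effect; nearly all actives have a fitted effect of over 50% in size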
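Read-out is fluorescence polarization (555 nm excitation, 632 nm emission) of a Texas Red SRC2 coactivator peptide; loss of signal reflects blocked binding to human TRb ligand-binding domain in the presence of 1 uM T3.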
Tau fibril ThT: qHTS for Inhibitors of Tau Fibril Formation, Thioflavin T Binding; recombinant tau K18 P301L (four-repeat tau fragment), heparin-induced fibrillization, ThT fluorescence; 270,000 tested, 2.1% active; Microtubule-associated protein tau (Homo sapiens), P10636; Potency, µM (highest dose often 57.4 µM), inactives show at the top dose activity, negative = inhibition, hits mostly inhibitors; further: nearly all actives have a fitted effect of over 55% in size
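Aggregation was driven by heparin (20 uM final) acting on recombinant tau […] bearing P301L in 100 mM sodium acetate pH 7; fibrils were detected with Thioflavin T.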
TexasRed fluor: Total Fluorescence Counterscreen for Inhibitors of the Interaction of Thyroid Hormone Receptor and Steroid Receptor Coregulator 2. 280,000 tested, 0.29% active. TRb/SRC2 Texas Red total fluorescence interference. Potency, µM (top dose mostly 106 µM), without a hit: at the highest dose fluorescence change, negative = quenching; active means well fitted curve in either direction with a large enough effect; inconclusive means small, poorly fitted or top-dose-only effect
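Human TRb ligand-binding domain at 0.6 uM with 20 nM Texas Red SRC2 peptide in Tris buffer containing 1 uM T3 and 5% DMSO, incubated with compound 5 h at ambient temperature. Total fluorescence (555/632 nm) calculated as parallel + 2 × perpendicular.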
L3MBTL1 inh: qHTS Assay for the Inhibitors of L3MBTL1. Lethal(3)malignant brain tumor-like protein 1 (Homo sapiens), Q9Y468. AlphaScreen L3MBTL1–H3K9me1 peptide binding. Potency, µM (titrated, usually from 57.1 µM), for the others: at the highest dose activity, negative = inhibition, actives largely listed as inhibitors. 230,000 tested, 0.66% active. AID 485360, 2010; further: nearly all actives have a fitted effect of over 60% in size
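AlphaScreen assay: L3MBTL1 (50 nM final) was preincubated 30 min at room temperature with biotinylated H3(1-15)K9me1 peptide (75 nM final), then 30 min with library compounds; streptavidin donor and nickel chelate acceptor beads (10 ug/mL final) added, 30 min dark.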
The depositor's hits bear a star; i = inactive; ? = inconclusive; · = not tested or not shown; [ ] = another dose, or the depositor's remark. Unless noted, the call rests on the fitted dose curve; in most records, active means well fitted curve in the direction sought with a large enough effect; inconclusive means small, poorly fitted or top-dose-only effect, or another doubt; inactive means no such curve, though single readings can be large; an effect the other way counts as inactive or inconclusive. Unless noted, on the % scale 0 is the no-effect control and ±100 the full control effect; potency means the concentration at half of the fitted maximal effect. A portion of the library; rates above refer to the full screens.

#1 Cc1ccc2c(Cl)cc(Cl)c(OCC(=O)Nc3ccc(C)c(S(=O)(=O)N(C)C)c3)c2n1
#2 CCOc1ccc(NC(=O)c2ccco2)c([N+](=O)[O-])c1
#3 COCCCNC(NC(=O)c1ccc(OC)cc1)C(Cl)(Cl)Cl (centres undefined)
#4 Cc1ccc(-c2nc(NCC3CCCO3)sc2C)cc1 (centres undefined)
#5 O=C1/C(=C/c2cccs2)N=C(c2cccs2)N1Nc1ccccc1
#6 O=C(NCc1ccccc1)c1cc(=O)[nH]c2ccccc12
Compound	1	2	3	4	5	6
Tau fibril FP	8%	11%	7%	1%	-14%	-13%
RECQ1 inh	-3%	-6%	-3%	i	i	-3%
RGS12 GoLoco inh	7%	1%	12%	-5%	7%	5%
JMJD2E inh	-6%	0%	2%	-27%	2%	?
TRb-SRC2 inh	2%	-3%	3%	5%	-4%	-11%
Tau fibril ThT	-8%	-20%	7%	-18%	7.1µM*	-11%
TexasRed fluor	3%	-1%	-2%	-1%	0%	-2%
L3MBTL1 inh	-3%	-10%	3%	-15%	·	·

Single records, from the list above. Order of values: Tau fibril FP | RECQ1 inh | RGS12 GoLoco inh | JMJD2E inh | TRb-SRC2 inh | Tau fibril ThT | TexasRed fluor | L3MBTL1 inh
CCOc1ccc(NC(=O)c2ccco2)c([N+](=O)[O-])c1 is entered as 11% | -6% | 1% | 0% | -3% | -20% | -1% | -10%
O=C1/C(=C/c2cccs2)N=C(c2cccs2)N1Nc1ccccc1 is entered as -14% | i | 7% | 2% | -4% | 7.1µM* | 0% | ·
Cc1ccc(-c2nc(NCC3CCCO3)sc2C)cc1 (centres undefined) is entered as 1% | i | -5% | -27% | 5% | -18% | -1% | -15%

Further results follow:
#7 Cc1cnc(C(=O)OCC(=O)N2c3ccccc3CC2C)cn1 (centres undefined)
#8 CCCNC(=O)OC[C@@H]1O[C@H](CCO/N=C(\C)CCN2CCc3nc(-c4ccccc4)c(-c4ccccc4)cc3C2)C=C[C@@H]1Oc1ccc(OC)cc1
#9 CCn1c(NC(=O)Nc2ccccc2OC)nc2ccccc21
#10 O=C(Nc1ccccc1)N1CCCC1
#11 Cc1ccsc1/C=N/Nc1nc(=O)[nH]nc1C
#12 Cc1ccc(C)n1-c1nnc(N2CCCC(C(=O)NCc3ccccc3)C2)s1 (centres undefined)
Compound	7	8	9	10	11	12
Tau fibril FP	-3%	-13%[11.6 µM]	-3%	4%	-9%	-9%
RECQ1 inh	-22%	13%[11.5 µM]	-5%	-5%	-3%	·
RGS12 GoLoco inh	-5%	·	4%	2%	1%	·
JMJD2E inh	3%	·	-5%	5%	-21%	·
TRb-SRC2 inh	5%	0%[11.2 µM]	-2%	-2%	-5%	-1%
Tau fibril ThT	-2%	-8%[11.5 µM]	-16%	-10%	-10%	?
TexasRed fluor	-3%	-5%[11.2 µM]	2%	-2%	0%	-2%
L3MBTL1 inh	-14%	·	-6%	·	·	·

#13 CC(=O)Nc1nonc1-c1nnc(SCc2ccc(F)cc2Cl)n1C
#14 Cc1ncc([N+](=O)[O-])n1Cc1cccc2ccccc12
#15 CCc1cccc(CC)c1N(COC)C(=O)Cn1nnc2ccccc21
#16 CCCCn1c(=O)[nH]c(=O)c2c1nc(-c1ccncc1)n2CCOC
#17 Cc1cccc(NC(=O)N2CC=C(c3c[nH]c4ccccc34)CC2)c1C
#18 CCOc1ccc(S(=O)(=O)NCCC(=O)OC(C)C(=O)N2CCc3ccccc32)cc1 (centres undefined)
Compound	13	14	15	16	17	18
Tau fibril FP	-7%	0%	-15%	3%	3%	-4%
RECQ1 inh	·	-2%	i	-3%	·	-1%
RGS12 GoLoco inh	·	8%	3%	8%	·	6%
JMJD2E inh	·	-11%	0%	?	·	-1%
TRb-SRC2 inh	-3%	4%	-10%	-9%	2%	-2%
Tau fibril ThT	-6%	4%	-11%	1%	?	-13%
TexasRed fluor	5%	-1%	-2%	-1%	-2%	-2%
L3MBTL1 inh	·	4%	5%	-7%	·	0%

#19 Cc1nc2ccccn2c1C(=O)NN=C1C2CC3CC(C2)CC1C3
#20 Cc1ccc(S(=O)(=O)N2CCCOC2CNC(=O)C(=O)NCc2cccnc2)cc1 (centres undefined)
#21 O=C(NC1CC1)C1CCCN1C(=O)NC1CCCCC1 (centres undefined)
#22 Cc1cc(S(=O)(=O)N2CCCC2)ccc1OCC(=O)NC1CCCC1
#23 NC(=O)C1CCN(C(=O)/C=C/c2cccc(Br)c2)CC1
#24 CC1CCN(C(=O)COC(=O)CCc2c[nH]c3ccccc23)CC1
Compound	19	20	21	22	23	24
Tau fibril FP	-7%	-3%	-2%	-3%	-5%	8%
RECQ1 inh	-3%	-1%	0%	1%	i	-14%
RGS12 GoLoco inh	-3%	7%	6%	-5%	2%	-7%
JMJD2E inh	22%	9%	?	19%	3%	-5%
TRb-SRC2 inh	4%	-4%	-2%	1%	-2%	-3%
Tau fibril ThT	-15%	-4%	-9%	-2%	-5%	-8%
TexasRed fluor	0%	0%	-7%	0%	-1%	-1%
L3MBTL1 inh	2%	1%	·	8%	10%	-6%

#25 Cc1ccc(C23OC(=O)C(C)(C)C2OC(=O)C3(C)C)cc1 (centres undefined)
#26 CCn1c2ccccc2c2cc(C3C(C#N)=C(C)NC(C)=C3C#N)ccc21
#27 CCOc1ccccc1N1CCN(S(=O)(=O)c2cccc3nsnc23)CC1
#28 O=C(CCCN1C(=O)/C(=C/c2cccs2)SC1=S)Nc1cccnc1
#29 Cc1nc2ccc(-n3ccc(=O)cc3)cc2s1
#30 Cc1ccc(S(=O)(=O)N(C)CCCC(=O)NCc2ccc3c(c2)OCO3)cc1
Compound	25	26	27	28	29	30
Tau fibril FP	-5%	-19%	8%	-10%	-2%	-2%
RECQ1 inh	-8%	-9%	-4%	-20%	-3%	-17%
RGS12 GoLoco inh	5%	5%	5%	13%	2%	-5%
JMJD2E inh	2%	?	0%	5%	1%	6%
TRb-SRC2 inh	-15%	0%	9%	0%	-5%	-8%
Tau fibril ThT	-4%	-3%	-8%	-6%	1%	-12%
TexasRed fluor	4%	1%	-2%	9%	-5%	2%
L3MBTL1 inh	1%	18%	-4%[11.4 µM]	-6%	2%	0%

#31 CS(=O)(=O)N(Cc1ccco1)CC(O)Cn1c2ccccc2c2ccccc21 (centres undefined)
#32 COc1ccc(NC(=O)Cc2ccc(-c3ccccc3)cc2)cn1
#33 O=C(c1ccc(Cl)c(S(=O)(=O)N2CCCC2)c1)N1CCN(c2ccccc2)CC1
#34 COc1ccc(OC)c(S(=O)(=O)NC(N)=NCCc2ccccc2)c1
#35 CCN(C(=O)CSc1ncc(S(=O)(=O)c2ccc(C)c(Cl)c2)c(=O)[nH]1)c1cccc(C)c1
#36 O=C1NC2(CCCCC2)C(=O)N1Cc1ccc([N+](=O)[O-])cc1
Compound	31	32	33	34	35	36
Tau fibril FP	-3%	2%	4%	8%	-4%	0%
RECQ1 inh	-7%	-10%	6%	-1%	·	-1%
RGS12 GoLoco inh	7%	11%	-2%	5%	·	-3%
JMJD2E inh	-9%	-5%	-1%	-1%	·	6%
TRb-SRC2 inh	-1%	-6%	4%	-2%	-2%	2%
Tau fibril ThT	-11%	-9%	2%	-8%	-8%	-14%
TexasRed fluor	-4%	2%	-2%	-1%	?	-2%
L3MBTL1 inh	-10%	2%	-3%	·	·	-1%

#37 CC(C)(C)OC(=O)C(Cl)(C(=O)OC(C)(C)C)c1ccc2nnnn2n1
#38 OCC(Cc1ccc2c(c1)OCO2)C(CO)Cc1ccc2c(c1)OCO2 (centres undefined)
#39 COc1ccc(NC(=O)c2oc3ccccc3c2C)c(OC)c1
#40 CCOc1ccccc1NC(=O)CSc1nnc(Cc2cccn2C)n1-c1ccc(F)cc1
#41 CCOc1ccc(CCNC(=O)C2CC(=O)N(CCc3ccc(OC)c(OC)c3)C2)cc1OCC (centres undefined)
#42 CCc1cc(C(=O)O)c(NC(=O)/C=C/c2ccc(OC)c(OC)c2)s1
Compound	37	38	39	40	41	42
Tau fibril FP	?	0%	1%	3%	-7%	0%
RECQ1 inh	-9%	i	-3%	i	·	i
RGS12 GoLoco inh	-7%	9%	10%	18%	·	9%
JMJD2E inh	2%	-5%	?	-4%	·	-23%
TRb-SRC2 inh	-11%	0%	7%	-14%	0%	4%
Tau fibril ThT	?	-2%	?	-5%	5%	?
TexasRed fluor	3%	3%	-5%	2%	-1%	-20%
L3MBTL1 inh	-33%	·	5%[11.4 µM]	-17%	-7%	-3%

#43 Cc1nc2ccc(S(=O)(=O)N(C)CC(=O)Nc3ccccc3F)cc2s1
#44 CCOC(=O)C1(CC)NC(c2ccco2)C2C(=O)N(CC)C(=O)C21 (centres undefined)
#45 CN(C)CCCN1C(=O)C(=O)/C(=C(/O)c2ccncc2)C1c1cccc(Br)c1 (centres undefined)
#46 O=C(Cn1cccc1C(=O)c1ccccc1)NCc1cccs1
#47 CCOc1ccc(/C=C/c2nc(C#N)c(N3CCCCC3)o2)cc1
#48 CCOC(=O)c1nnn(-c2nonc2N)c1CN(CC)c1ccccc1
#49 CCN(CC)S(=O)(=O)c1ccc2c(c1)N(CC(=O)Nc1ccc(C)cc1C)C(=O)C1CCCN21 (centres undefined)
Compound	43	44	45	46	47	48	49
Tau fibril FP	-6%	-10%	0%	-4%	?	2%	10%
RECQ1 inh	i	-11%	-1%	9%	·	-8%	·
RGS12 GoLoco inh	2%	6%	1%	0%	·	5%	·
JMJD2E inh	6%	-1%	-11%	-6%	·	2%	·
TRb-SRC2 inh	4%	1%	-1%	-9%	2%	5%	4%
Tau fibril ThT	-4%	-5%	3%	-17%	?	-4%	7%
TexasRed fluor	-1%	0%	1%	-6%	0%	-6%	2%
L3MBTL1 inh	·	3%	-2%	-10%	·	·	·

Screening data as filed in PubChem.
